# NPR1 activator – GC-A stimulated cGMP production enhancers – HEK293 GC-A cells, cGMP TR-FRET, EC30 ANP, primary screen; Atrial natriuretic peptide receptor 1 (Homo sapiens), P16066; 0% at EC30 ANP, 100% saturating ANP; activation, % at 10 µM; actives 0.14% (n = 370,000); AID 1671463, 2021; in the data active means activation above about 40%
# ASAP1 GAP inh – inhibitors of human ASAP1 ArfGAP activity, primary screen, biochemical, fluorescence polarization. actives 0.19% (n = 360,000). Arf-GAP with SH3 domain, ANK repeat and PH domain-containing protein 1 (Homo sapiens), …. ASAP1-stimulated ARF1 GTP hydrolysis, GDP FP detection. inhibition, % at 16.5 µM; in the data active means inhibition above about 25%;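 further: 0% = vehicle with enzyme and substrate and 100% = no enzyme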
# HGIII-sPLA2 inh – human group III sPLA2 inhibitors, primary screen, biochemical, QFRET, BODIPY PC-A2 liposome substrate. Group 3 secretory phospholipase A2 (Homo sapiens), Q9NZ20. QFRET BODIPY PC-A2 liposome hydrolysis, fluorescence. actives 0.56% (n = 370,000). inhibition, % at 12.2 µM. AID 743126, 2013;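 active means inhibition above mean plus 3 SD of compounds lying within the high and low control bounds, cut at about 19% in these data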;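 further: 0% = median of test compound wells and 100% = no enzyme DMSO wells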
# rCAG RNA binder – binders of r(CAG) RNA repeats, primary screen, biochemical, fluorescence | r(CAG) RNA repeat, TO-PRO-1 dye displacement fluorescence | inhibition, % at 3 µM | actives 1.3% (n = 370,000) | AID 651821, 2012;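 active means inhibition above the plate cutoff, the mean of all test compounds on that plate plus 3 SD, cut at about 35% in these data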;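 further: 0% = DMSO alone and 100% = 100 µM mitoxantrone as full dye displacement; higher means more dye released from RNA so lower well fluorescence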
# proKLK7 act – proKLK7 zymogen activators, primary screen, biochemical, fluorescence intensity; Kallikrein-7 (Homo sapiens), P49862; purified proKLK7, EDANS-DABCYL substrate fluorescence; 100% is mature enzyme control, 0% vehicle; activation, % at 7 µM; actives 0.9% (n = 370,000);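 active means activation above the mean of all tested compounds plus 3 SD, computed per campaign excluding outliers beyond control limits, cut at about 13% in these data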
# Target sequence (P49862 whole entry, looked up): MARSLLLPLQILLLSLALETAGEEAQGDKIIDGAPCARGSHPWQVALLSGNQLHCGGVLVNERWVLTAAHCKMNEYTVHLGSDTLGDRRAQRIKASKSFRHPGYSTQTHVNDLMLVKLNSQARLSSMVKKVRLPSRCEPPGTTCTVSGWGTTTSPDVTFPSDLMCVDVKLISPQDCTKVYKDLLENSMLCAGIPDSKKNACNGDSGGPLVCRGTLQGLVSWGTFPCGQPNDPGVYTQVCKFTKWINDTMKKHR
# GC-B act – human GC-B receptor activators, primary screen, HEK293 GC-B cells, cGMP TR-FRET, EC30 CNP; 0% at EC30 CNP, 100% saturating CNP; actives 0.11% (n = 370,000); activation, % at 10 µM; Atrial natriuretic peptide receptor 2 (Homo sapiens), P20594;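 active means activation at 10 µM reaching about 35% in either raw or pattern-adjusted values, limit read from the data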
# ADAM10 inh – human ADAM10 inhibitors, primary screen, biochemical, QFRET, HTS; AID 720582, 2013; actives 0.62% (n = 370,000); Disintegrin and metalloproteinase domain-containing protein 10 (Homo sapiens), O14672; recombinant ADAM10, EDANS/DABCYL FRET peptide cleavage, 3 h; inhibition, % at 7 µM;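 active means inhibition above a per-campaign cutoff equal to the mean of compounds falling between control-based bounds plus 3 SD, cut at about 20% in these data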;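 further: 0% = DMSO wells while the 100% control is not disclosed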
# Target sequence (O14672 214-748 limits assumed): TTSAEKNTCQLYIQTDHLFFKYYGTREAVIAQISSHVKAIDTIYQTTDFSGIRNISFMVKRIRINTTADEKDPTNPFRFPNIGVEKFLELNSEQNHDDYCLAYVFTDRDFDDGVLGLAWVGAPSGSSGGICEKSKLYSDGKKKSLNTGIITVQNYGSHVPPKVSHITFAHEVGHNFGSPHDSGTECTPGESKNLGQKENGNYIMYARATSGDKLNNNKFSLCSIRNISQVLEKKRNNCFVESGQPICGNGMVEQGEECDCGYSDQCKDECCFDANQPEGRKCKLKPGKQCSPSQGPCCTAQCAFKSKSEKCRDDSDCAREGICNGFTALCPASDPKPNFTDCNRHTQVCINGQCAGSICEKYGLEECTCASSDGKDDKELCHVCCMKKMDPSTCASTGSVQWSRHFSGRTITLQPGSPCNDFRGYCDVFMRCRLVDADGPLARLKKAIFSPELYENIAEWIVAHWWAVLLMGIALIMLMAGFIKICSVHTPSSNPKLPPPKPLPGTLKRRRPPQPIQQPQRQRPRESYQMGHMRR
# Tn6 DDE FP – inhibitors of Tn6 peptide binding to fibrin DD(E), primary screen, biochemical, fluorescence polarization, human fibrin, Tn6 probe; actives 0.21% (n = 370,000); inhibition, % at 8.3 µM; AID 720509, 2013; Fibrin DD(E) TRITC-Tn6 fluorescence polarization displacement;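 active means inhibition above a per-campaign cutoff: mean of compounds within control limits plus 3 SD, cut at about 15% in these data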;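 further: 0% = median of all compound wells on the plate and 100% = blocking peptide control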
# FXN GAA850 act – FXN promoter activators, primary screen, cell-based, luciferase luminescence, HEK293 lucGAA850. activation, % at 6 µM. HEK293 lucGAA850 FXN promoter luciferase reporter, 24 h; percent of 10 µM SAHA response. actives 0.56% (n = 360,000);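 active means activation above the average of all compounds screened plus 3 SD, cutoff fixed separately per campaign, cut at about 7.5% in these data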;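 further: 0% = DMSO wells and 100% = 10 µM SAHA wells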
# ARFGAP1 inhibitor – inhibitors of rat ARFGAP1 GAP activity, primary screen, biochemical, fluorescence polarization, GDP tracer. AID 651572, 2012. actives 0.26% (n = 360,000). Arfgap1-stimulated ARF1 GTP hydrolysis, GDP FP detection. inhibition, % at 16.5 µM;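 active means inhibition above a per-plate limit, mean inhibition of low control wells plus 3 SD, cut at about 25% in these data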;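 further: 0% = DMSO wells with enzyme and 100% = wells lacking Arfgap1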
# Target sequence (Q62848 1-136 limits assumed): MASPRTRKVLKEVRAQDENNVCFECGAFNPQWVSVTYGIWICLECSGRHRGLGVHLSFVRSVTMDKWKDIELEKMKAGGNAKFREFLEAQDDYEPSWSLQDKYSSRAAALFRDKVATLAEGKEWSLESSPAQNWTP
#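 Replicates: Single well per compound | Assay system: Truncated rat Arfgap1 GAP domain | Control set: No-Arfgap1 wells (100%) versus DMSO full-reaction wells (0%) | Times: Enzyme reaction 120 min at 25 °C after 20 min preincubation | Reagent: Human ARF1(Δ1-17)-GTP substrate | Measured by: Tracer-displacement fluorescence polarization with EDTA stop, 620/688 nm | Measure: Percent inhibition of Arfgap1-stimulated GTP hydrolysis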
# Active calls of the source: *; i = inactive; . = not tested or not shown.
SMILES,NPR1 activator,ASAP1 GAP inh,HGIII-sPLA2 inh,rCAG RNA binder,proKLK7 act,GC-B act,ADAM10 inh,Tn6 DDE FP,FXN GAA850 act,ARFGAP1 inhibitor
COc1ccc(Cl)cc1NC(=O)COC(=O)CCCC1=NS(=O)(=O)c2ccccc2N1,-5,4,-17,18,-0.1,-7,7,-3,1.3,0
O=C(c1cc(N2CCOCC2)c(F)cc1[N+](=O)[O-])N1CCOCC1,0,5,6,-2,-0.3,3,-8,-1,2.1,-9
COc1ccc(CNC(=O)NS(=O)(=O)c2ccc(C)cc2)cc1,1,-3,10,5,-0.4,7,9,7,-0.9,-4
COc1cccc(C(=O)NC23CC4CC(CC(C4)C2)C3)c1,0,-9,-1,-3,-0.2,4,-2,0,0.2,-11
O=c1c(=O)n(CCO)n(CCO)c(=O)n1CCO,-2,7,8,0,-0.1,4,-19,-5,1.8,3
CCC(CC)c1nnc(NC(=O)C2CC(=O)N(C3CCCC3)C2)s1 (stereo not drawn),0,-10,3,-6,-0.5,-1,-5,0,-1.5,2
CC(C)NC(=O)C(=O)NCCCOC(C)C,3,-9,7,0,-0.3,1,3,2,-1.5,3
COC(=O)[C@]1(Cc2ccccc2)NC=C(C(=O)c2ccccc2)[C@@H]1c1cccs1,-3,14,-36,11,-0.1,-10,-5,4,.,8
O=C1N[C@H](Cc2ccccc2)CO1,1,4,4,-2,0.6,9,-6,-7,-1.1,-6
O=C(NC(=S)NCc1ccco1)c1ccc(Br)cc1,4,7,-3,4,0.6,-3,1,2,4.5,-2
O=C1C2CCCN2C(=S)N1c1cc(Cl)ccc1Cl (stereo not drawn),-1,-5,-47,1,0.8,5,-2,9,1.4,-1
O=C(OCc1ccccc1)N1CCC2CC1c1cc(-c3ccc4c(c3)OCO4)ccc12 (stereo not drawn),-1,-8,-5,4,2.2,4,7,-4,1.8,11
CCN(C1CCS(=O)(=O)C1)S(=O)(=O)c1cccc([N+](=O)[O-])c1 (stereo not drawn),5,10,-2,2,-0.2,3,-5,6,1.9,-2
CCO[C@@H]1c2c(ccc3ccc(=O)oc23)OC(C)(C)[C@H]1O,6,-3,9,0,0.3,8,-425,1,2.4,6
N#C/C(=C\c1ccc[nH]1)C(=O)Nc1ccccc1Cl,0,-7,-4,-1,1.5,-4,-8,-7,5.0,-9
CCOC(=O)Cn1nnc2c(sc3nc4c(c(-c5ccc(Cl)cc5)c32)CCC4)c1=O,0,10,5,4,0.5,0,-6,0,1.3,-4
O=C(c1ccc(S(=O)(=O)N2CCCC2)cc1)N1CCN(S(=O)(=O)c2cccc(F)c2)CC1,2,1,2,1,-0.1,-5,-8,2,1.1,-13
COc1ccc(OC)c(/C=N/NC(=O)CC(=O)NC2CCCCC2)c1,-9,4,-10,-3,29*,-5,i,2,0.6,1
Clc1ccc2nc3ccccn3c2c1,6,4,3,-3,22*,-6,i,7,0.4,-3
CCC(=O)Nc1ccc2c(c1)C(=O)N(C)C2=O,3,-12,5,4,-317,1,i,4,0.4,-4
Cc1ccc(-c2nnc(SCC(=O)N3CCOCC3)nc2-c2ccc(C)cc2)cc1,-4,7,-8,0,1.9,-5,-5,1,1.4,-2
CN1C[C@H]2CON(C)[C@H]2C[C@H]1c1cccc(N2CCOCC2)c1,3,-5,-3,2,-0.3,-8,-1,-5,0.5,1
O=C(COC(=O)Cc1ccsc1)NCc1ccccc1,0,11,0,-1,0.1,3,3,1,3.2,-4
CC(C)(C)OC(=O)NCCCC[C@@H](C(=O)NCCCCCCCCCCC(=O)N1CCN(C(=O)OC(C)(C)C)CC1)n1cc(CCCC(=O)O)nn1,-1,-1,-21,1,0.3,4,2,8,0.3,-3
Cc1c(S(=O)(=O)N2CC(C)CC(C)C2)c(=O)n(C)c(=O)n1C (stereo not drawn),2,8,0,-2,0.1,3,0,-2,3.0,0
COc1ccccc1NC(=S)N1CCCCCC1,1,12,6,-2,-0.1,5,-12,4,-1.4,-5
O=C(c1ccc2c(c1)OCO2)N(c1ccccc1)C1C=CS(=O)(=O)C1 (stereo not drawn),2,-6,12,-2,-0.1,2,8,2,-1.1,4
Cc1ncc([N+](=O)[O-])n1CC(=O)Nc1ccccc1F,3,-2,8,-2,-0.5,0,10,-6,3.0,2
COC(=O)c1cc(C(=O)Nc2nnc(CC(C)C)s2)cc([N+](=O)[O-])c1,-1,2,-1,3,0.2,4,0,4,0.4,-12
CN1CCN(c2ccc(Cl)cc2NC(=O)c2cc(=O)[nH]c3ccccc23)CC1,-4,-7,-11,1,0.5,-8,-16,0,1.5,-8
CCCCN1C[C@H](Cc2ccccc2)[C@@H](CC(=O)NCc2ccc(OC)cc2)C1=O,-17,-13,2,-7,0.1,-20,7,-2,1.1,15
O=C(NC1CCCC1)c1cnc2n(c1=O)CCS2,-2,-7,11,1,-0.2,6,-2,4,2.4,8
Cc1ccc(O)c(NC(=O)C2=CC(c3cccs3)=NS(=O)(=O)N2C)c1,-4,3,9,10,0.0,4,4,-1,-2.5,3
CCCCC(=O)N1CCCC(C(=O)OCC)C1 (stereo not drawn),-2,-14,7,0,-0.2,7,2,5,-3.1,10
COCc1nnc(NC(=O)c2ccc(S(=O)(=O)N(CC(C)C)CC(C)C)cc2)o1,-2,-3,-14,22,0.1,1,2,-1,-0.5,9
CN1CCNC(=O)C1CC(=O)O (stereo not drawn),2,12,4,-2,0.3,-1,3,-2,-2.7,2

# Entries of single compounds as entered above.
# Cc1ncc([N+](=O)[O-])n1CC(=O)Nc1ccccc1F is listed with NPR1 activator = 3; ASAP1 GAP inh = -2; HGIII-sPLA2 inh = 8; rCAG RNA binder = -2; proKLK7 act = -0.5; GC-B act = 0; ADAM10 inh = 10; Tn6 DDE FP = -6; FXN GAA850 act = 3.0; ARFGAP1 inhibitor = 2
# CCCCC(=O)N1CCCC(C(=O)OCC)C1 (stereo not drawn) is listed with NPR1 activator = -2; ASAP1 GAP inh = -14; HGIII-sPLA2 inh = 7; rCAG RNA binder = 0; proKLK7 act = -0.2; GC-B act = 7; ADAM10 inh = 2; Tn6 DDE FP = 5; FXN GAA850 act = -3.1; ARFGAP1 inhibitor = 10

# Other results
SMILES,NPR1 activator,ASAP1 GAP inh,HGIII-sPLA2 inh,rCAG RNA binder,proKLK7 act,GC-B act,ADAM10 inh,Tn6 DDE FP,FXN GAA850 act,ARFGAP1 inhibitor
O=C(c1cc2n(n1)C(C(F)(F)F)CC(c1ccco1)N2)N1CCc2ccccc2C1 (stereo not drawn),9,-2,-23,0,0.4,1,-8,2,-2.6,7
Cc1ccc(-c2csc(N(CCCN(C)C)C(=O)c3ccco3)n2)cc1,-3,-1,-9,0,0.0,-9,-3,5,0.8,8
CCOCC(=O)Nc1ccc(F)c(F)c1,2,0,-1,-3,0.5,-3,3,6,-2.5,9
COc1ccc(C(=O)C2CCCN(C(=O)c3cc(C)nc(C)n3)C2)cc1OC (stereo not drawn),2,4,9,-1,0.2,2,-4,1,2.1,1
Nc1nc(SCC(=O)c2cc3ccccc3o2)n[nH]1,0,7,-30,17,0.0,-1,-11,-9,1.4,0
COc1cc2[nH]c(=S)n(C3CCN(Cc4ccccc4)CC3)c(=O)c2cc1OC,-3,4,7,-1,0.2,-6,14,-6,1.0,6
O=C1c2ccc(-c3ccc(F)cc3OCc3ccccc3)cc2S(=O)(=O)c2cccc(C(=O)N3CCN(c4ncc(Br)cn4)CC3)c21,1,10,-2,21,0.1,3,4,3,1.1,-7
C[C@@H]1CN([C@@H](C)CO)C(=O)CCCn2cc(nn2)CO[C@H]1CN(C)S(=O)(=O)c1ccc(Oc2ccccc2)nc1,3,2,8,2,0.0,7,-2,-5,-2.8,14
Cc1ccc(-c2nnn(CC(=O)N(Cc3cccs3)C(C(=O)NC(C)(C)C)c3ccc(C)o3)n2)o1 (stereo not drawn),-3,4,-12,-1,-0.1,-3,1,-7,2.6,13
Cc1ccc(Nc2c(-c3ccc(N(C)C)cc3)nc3ncccn23)cc1,8,6,-1,5,-0.2,-8,-1,0,0.5,-2
N#Cc1cccc(CN2CCC(=O)N(CCO)CC2)c1,0,5,1,-1,0.5,4,2,0,-0.2,-10
CC(C)N(C(=O)COC(=O)[C@H](C)NC(=O)c1ccco1)c1ccccc1,-2,-1,-1,-5,0.1,5,0,0,1.6,4
CCCNC(=O)NNC(=O)c1cc(-c2ccc3c(c2)OCO3)nc2ccccc12,2,0,-15,9,-1.1,11,-15,-7,2.7,-11
CC(C)C[C@H]1COCCS(=O)(=O)N1Cc1cccc(C(F)(F)F)c1,0,8,-2,-4,0.1,-2,7,10,-1.2,-7
Cc1ccc(CN2CCN(CC3CC4C=CC3C4)CC2)cc1 (stereo not drawn),-8,-5,3,-1,-0.7,-2,3,-2,-0.3,-6
CN(CC(=O)Nc1ccccc1Cl)C(=O)COC(=O)/C=C/c1ccc(C(F)(F)F)cc1,2,10,3,-1,-0.1,0,3,2,0.2,3
CCN(CC)CCN1C(=O)C(O)=C(C(=O)c2ccco2)C1c1ccccn1 (stereo not drawn),-1,-5,-2,-3,0.7,2,-3,0,-0.6,18
Cc1cc(C(=O)N2CCN(Cc3ccccc3)CC2)ccc1[N+](=O)[O-],-4,-7,1,-8,0.6,-2,-3,-8,-1.9,5
CCOC(=O)C(C)Oc1ccccc1C1NC(=O)NC(C)=C1C(=O)Nc1ccc(C)c(C)c1 (stereo not drawn),4,7,-4,-3,0.0,0,-1,-7,-4.6,9
CC(C)N1CCC1(C)C(=O)Nc1cc(-c2ccccc2)nn1C (stereo not drawn),2,11,2,1,0.0,1,-3,-4,1.7,-15
O=c1ccc(-c2ccccc2)nn1Cc1ccc(Cl)cc1,-1,-13,3,-3,0.2,4,7,4,-2.0,7
O=C(Nc1cccc2ccccc12)NC(Cc1ccccc1)C(=O)O (stereo not drawn),7,-2,-5,3,-0.4,3,-12,3,3.2,3
CCN(CC)C(=O)/C=C/c1ccccc1,0,-2,20*,11,-0.6,2,-1,1,0.4,9
S=c1[nH]nc(-c2cccc(Cl)c2)n1Cc1ccccc1,-2,-5,12,1,-0.8,1,2,-3,1.6,6
Cc1ccc(NC(=O)N2CCOCC2)c(C)c1,1,5,12,2,-0.5,5,-9,-10,-0.5,11

# Screening data from PubChem BioAssay.
